Screens (PubChem)
RXFP1 antagonist: RXFP1 (human) relaxin receptor antagonism. HEK293-RXFP1, relaxin-stimulated cAMP HTRF, 30 min; active compounds read low. Q9HBX9. activity change, negative = inhibition, % at 57.5 µM. 350,000 compounds, 0.59% hits;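 active = activity change of -60% or lower, but not beyond a set lower limit; inconclusive = change between -60% and -40%, or beyond the set limit; inactive = change above -40%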; also: % is scaled to controls: 0 for no effect and ±100 for the full control effect
D2 potentiator: positive allosteric modulators of human D2 dopamine receptor; P14416; HEK293 T-REx D2, calcium flux, EC20 dopamine potentiation; potentiation, % at 10 µM; 340,000 compounds, 0.34% hits;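 active = potentiation over 3 SD above the plate norm, cut at about 30% in these data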; also: 0% is about no effect
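Primary screen. Calcium kinetics in induced HEK293 T-REx D2 cells: compound pre-addition 180 s, EC20 dopamine, 180 s more.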
Apoferritin bind: binds horse apoferritin like a general anesthetic. P02791. apoferritin/1-aminoanthracene competitive binding, fluorescence. Potency, µM (top dose mostly 77.5 µM), inactives show at the highest dose activity change, negative = displacement, usual class: inhibitors. 350,000 compounds, 0.074% hits. AID 485281; also: potency is read from the fitted curve at half-maximal effect; % is scaled to controls: 0 for no effect and ±100 for the full control effect; nearly all actives have a fitted effect of over 20% in size
Target sequence (P02791 2-175 limits assumed): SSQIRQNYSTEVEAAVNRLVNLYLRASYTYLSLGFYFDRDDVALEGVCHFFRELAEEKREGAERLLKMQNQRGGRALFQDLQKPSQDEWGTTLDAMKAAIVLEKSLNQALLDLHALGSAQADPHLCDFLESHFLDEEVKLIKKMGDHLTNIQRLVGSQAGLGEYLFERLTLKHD
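Horse-spleen apoferritin (10 uM) was mixed with 50% saturated 1-aminoanthracene in PBS, exposed to compounds for 10 min at room temperature, and read for fluorescence (ex 380 nm, em 535 nm). Competitive displacement was fitted with a four-parameter Hill equation.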
D1 antag: antagonists of human D1 dopamine receptor. HEK293 TREx D1 cells, calcium flux, dopamine EC80; active compounds read low. P21728. 360,000 compounds, 3.2% hits. activity change, negative = inhibition, % at 10 µM; in the data active = activity change below about -30%; also: % is scaled to controls: 0 for no effect and ±100 for the full control effect
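Antagonism measured as reduced calcium response to an EC80 dopamine addition following 180 s compound pre-read; cells were inducible HEK293 Trex D1 plated overnight at 30 C, read kinetically at 1 cycle/sec.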
D1 ag: agonists of human D1 dopamine receptor; P21728; HEK293 T-REx D1 cells, calcium flux, agonist mode; activation, % at 2 µM; 360,000 compounds, 1% hits; in the data active = activation above about 30%; also: 0% is about no effect
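Agonism was scored from calcium flux recorded over 180 s (1 read/s) after pintool compound addition, following a 10-cycle baseline. Cells were inducible force-coupled HEK293 TREx D1, plated overnight at 30 C and loaded with no-wash calcium dye.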
RXFP1 ag: agonists of human relaxin receptor RXFP1; Q9HBX9; HEK293T-RXFP1 cAMP TR-FRET, 30 min; response scale: percent of porcine relaxin response, buffer zero; Potency, µM (series often up to 57.5 µM), without a hit: at the highest dose activation, actives largely listed as activators; 370,000 compounds, 0.3% hits; AID 2676; also: potency is read from the fitted curve at half-maximal effect; % is scaled to controls: 0 for no effect and ±100 for the full control effect; nearly all actives have a fitted effect of over 60% in size; many of its hits are not listed in these tables
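cAMP rise read by TR-FRET after 30 min, 37C compound exposure (up to 58 uM) in RXFP1-transfected HEK293 cells with Ro 20174 present. EC50 from Hill-equation fits, with 29 nM porcine relaxin as 100% and buffer as basal.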
TRHR enhancer: allosterically enhances the human TRH receptor | P34981 | TRHR cells, fluo-8 calcium fluorescence, EC20 TRH enhancement | enhancement, % at 2 µM | 360,000 compounds, 0.66% hits | AID 493056; in the data active = enhancement above about 30%; also: 0% is about no effect
Target sequence (P34981 whole entry, looked up): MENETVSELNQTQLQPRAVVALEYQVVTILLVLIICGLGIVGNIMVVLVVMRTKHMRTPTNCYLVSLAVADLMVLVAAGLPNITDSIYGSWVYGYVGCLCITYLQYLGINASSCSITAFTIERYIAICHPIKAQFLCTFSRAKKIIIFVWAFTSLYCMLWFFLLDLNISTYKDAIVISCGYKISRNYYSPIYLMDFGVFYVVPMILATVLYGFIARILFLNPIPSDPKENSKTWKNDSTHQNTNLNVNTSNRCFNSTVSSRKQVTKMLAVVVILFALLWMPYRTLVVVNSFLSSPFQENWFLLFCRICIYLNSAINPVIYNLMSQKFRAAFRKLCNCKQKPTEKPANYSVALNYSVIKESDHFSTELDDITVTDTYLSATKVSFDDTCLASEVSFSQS
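TRHR-expressing cells loaded with fluo-8 calcium dye were read kinetically (ex 480/em 530) during compound addition, then stimulated with an EC20 of TRH (10 nM final). Enhancement of the Gq-mediated intracellular calcium response was scored.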
TRHR ag: activates the human TRH receptor; P34981; TRHR cells, calcium flux fluo-8, FDSS agonist mode; activation, % at 2 µM; 360,000 compounds, 0.18% hits; in the data active = activation above about 30%; also: 0% is about no effect
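In this calcium-flux screen, cells bearing human TRHR are dye-loaded with fluo-8, baselined for 10 cycles, then exposed to library compounds; positive kinetic calcium responses during the agonist phase mark hits, with TRH as control.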
D1 potentiator: enhances dopamine response at the human D1 receptor; 360,000 compounds, 0.036% hits; HEK293 TREx D1 cells, calcium flux, dopamine EC20 potentiation; AID 504651; potentiation, % at 10 µM; P21728; in the data active = potentiation above about 30%; also: 0% is about no effect
Active calls of the source: *; ? = inconclusive; . = not tested or not shown; & = joins results of further samples; [ ] = another dose, or the depositor's remark. Unless noted, calls follow the shape of the dose curve; as a rule, active = well fitted curve in the direction sought with a large enough effect; inconclusive = small, poorly fitted or top-dose-only effect, or another doubt; inactive = no such curve, though single readings can be large; an effect the other way counts as inactive or inconclusive.

Start of the listing, in advance (2 entries):
item | RXFP1 antagonist | D2 potentiator | Apoferritin bind | D1 antag | D1 ag | RXFP1 ag | TRHR enhancer | TRHR ag | D1 potentiator | smiles
1 | -6 | -23 | -14% | -19 | -1 | 0.1% | -9 | 0.4 | -2 | COc1ccccc1-c1cc(C(=O)N/N=C/c2cccs2)c2ccccc2n1
2 | -9 | -5 | 6% | -12 | 12 | 7.1% | -2 | -0.2 | 4 | C/C(=N\NC(=O)c1c(Cl)cnn1C)c1ccc(NC(=O)c2ccncc2)cc1

All compounds of this part (from the top)
item | RXFP1 antagonist | D2 potentiator | Apoferritin bind | D1 antag | D1 ag | RXFP1 ag | TRHR enhancer | TRHR ag | D1 potentiator | smiles
1 | -6 | -23 | -14% | -19 | -1 | 0.1% | -9 | 0.4 | -2 | COc1ccccc1-c1cc(C(=O)N/N=C/c2cccs2)c2ccccc2n1
2 | -9 | -5 | 6% | -12 | 12 | 7.1% | -2 | -0.2 | 4 | C/C(=N\NC(=O)c1c(Cl)cnn1C)c1ccc(NC(=O)c2ccncc2)cc1
3 | 23 | -5&5 | 2%&7% | 11&-4 | 0&-2 | -2.1%&-1.3% | -5&5 | -0.4&-0.5 | -3&3 | CCC(=O)N1CCc2cc(S(=O)(=O)CCC(=O)NCc3ccc(C)cc3)ccc21
4 | -1 | 3 | -6% | -14 | -3 | 1.4% | -3 | -0.7 | -1 | Clc1ccc(Cc2nnc(-c3cccs3)o2)cc1
5 | -1 | -2 | ? | -2 | 0 | 1.2% | 0 | -0.5 | 0 | CCN(CC)S(=O)(=O)c1cccc(-c2n[nH]c(=S)n2/N=C/c2ccc(OC)cc2)c1
6 | 3 | 1 | -6% | -6 | 15 | 0.7% | 5 | 0.1 | 0 | O=C(NNC(=S)NC(=O)c1ccccc1)c1cccc([N+](=O)[O-])c1
7 | 5 | 13 | -10% | -10 | 3 | 16% | -4 | -0.2 | 0 | Cc1ccc(NC(=O)c2sc(-n3nc(C)c(Cc4ccc5c(c4)OCO5)c3C)nc2C)cc1C
8 | -38 | -9 | ? | 1 | 3 | 3.0% | 2 | 0.2 | 1 | O=C(c1ccc2c(c1)OCO2)C1CCCN(Cc2ccc3cccc(F)c3n2)C1 (stereo not given)
9 | 2 | 7 | 6% | -13 | 0 | -0.2% | 9 | -0.5 | 8 | CCOC(=O)c1nc(SC)n(C)c1C(=O)OCC
10 | -40 | -9 | -12% | -27 | 15 | 0.2% | 2 | 1.7 | -20 | COc1cccc(CNCCc2c[nH]c3ccccc23)c1OCc1ccccc1
11 | -11 | -2 | -4% | 4 | 1 | 0.5% | -1 | 0.3 | 2 | CC(C)CC(=O)N1CCN(c2ccc(NC(=O)c3ccco3)cc2)CC1
12 | 0 | -12 | -17% | -16 | 0 | 2.0% | 3 | -0.5 | -7 | Brc1ccc(CSc2nnc(Cc3c[nH]c4ccccc34)o2)cc1
13 | -25 | -16 | -15% | -9 | 1 | -3.0% | -2 | -0.9 | -3 | COc1ccc(NCc2cccn2-c2nnc(N3CCC(C)CC3)s2)c(OC)c1
14 | -6 | -4 | ? | -8 | 3 | 0.4% | -2 | -0.4 | 2 | COc1ccc(N2C(=O)C(Cl)=C(Nc3ccccc3O)C2=O)cc1
15 | 2 | -6 | -12% | -5 | 2 | 1.7% | 16 | -0.1 | -4 | O=C(NCc1ccc(F)cc1)c1cc(S(=O)(=O)N2CCOCC2)ccc1F
16 | 0 | 6 | 2% | 10 | -1 | -0.5% | 1 | 0.5 | 3 | CC(CN1CCC(O)CC1)c1ccccc1 (stereo not given)
17 | . | 7 | 273%[activator][3.34 µM] | -17 | -1 | 7.8% | -9 | -0.6 | -1 | COc1cccc2c1C(=O)O/C2=C/c1ccc2c(c1)OCO2
18 | -12 | 0 | ? | -12 | -2 | 1.7% | 3 | 0.0 | 1 | CC(C)c1ccc(Nc2nc(CC(=O)O)cs2)cc1
19 | 4 | 5 | -9% | -1 | 2 | 7.6% | 28 | -0.1 | -5 | N#CCSc1nc2ccccc2c(=O)n1CCCC(=O)NCc1ccco1
20 | 11 | -12 | . | 0 | 2 | 0.3% | 0 | 0.7 | -6 | COc1ccc(NS(=O)(=O)c2cc(C(=O)N3CCC3)ccc2C)cc1

Next entries follow.
item | RXFP1 antagonist | D2 potentiator | Apoferritin bind | D1 antag | D1 ag | RXFP1 ag | TRHR enhancer | TRHR ag | D1 potentiator | smiles
21 | 12 | 5 | -7% | 15 | 3 | -1.5% | -16 | 6.1 | 1 | C=C(C)CNC(=O)CCc1nnc(C2(c3ccc(Cl)cc3)CCC2)o1
22 | 28 | -18 | . | 4 | 0 | 5.2% | -8 | -0.1 | -2 | COc1cc(C2C(C(=O)c3ccc(C)o3)=C(O)C(=O)N2Cc2ccccc2)ccc1O (stereo not given)
23 | -8 | -2 | 7% | -17 | 1 | 0.7% | 31* | -0.6 | 1 | O=S(=O)(c1ccc2ccccc2c1)N1CCCCCC1
24 | -20 | 4 | -7% | 18 | 20 | -0.6% | -8 | 1.0 | -3 | CCn1c(N2CCN(S(=O)(=O)c3ccc(Cl)cc3)CC2)nc2ccccc21
25 | -3 | 5 | -2% | 5 | 20 | 0.0% | 5 | -0.7 | 4 | Cc1nc2ccc(S(=O)(=O)NCC(=O)NC(C)c3ccccc3)cc2s1 (stereo not given)
26 | 26 | 9 | ? | 1 | 1 | 1.1% | 2 | -0.2 | -5 | CC1=NN(C(=O)CSCc2ccccc2)C(O)(c2ccc(F)cc2)C1 (stereo not given)

Reprinted from the entries so far for reference:
item | RXFP1 antagonist | D2 potentiator | Apoferritin bind | D1 antag | D1 ag | RXFP1 ag | TRHR enhancer | TRHR ag | D1 potentiator | smiles
17 | . | 7 | 273%[activator][3.34 µM] | -17 | -1 | 7.8% | -9 | -0.6 | -1 | COc1cccc2c1C(=O)O/C2=C/c1ccc2c(c1)OCO2
18 | -12 | 0 | ? | -12 | -2 | 1.7% | 3 | 0.0 | 1 | CC(C)c1ccc(Nc2nc(CC(=O)O)cs2)cc1
19 | 4 | 5 | -9% | -1 | 2 | 7.6% | 28 | -0.1 | -5 | N#CCSc1nc2ccccc2c(=O)n1CCCC(=O)NCc1ccco1
20 | 11 | -12 | . | 0 | 2 | 0.3% | 0 | 0.7 | -6 | COc1ccc(NS(=O)(=O)c2cc(C(=O)N3CCC3)ccc2C)cc1
21 | 12 | 5 | -7% | 15 | 3 | -1.5% | -16 | 6.1 | 1 | C=C(C)CNC(=O)CCc1nnc(C2(c3ccc(Cl)cc3)CCC2)o1
22 | 28 | -18 | . | 4 | 0 | 5.2% | -8 | -0.1 | -2 | COc1cc(C2C(C(=O)c3ccc(C)o3)=C(O)C(=O)N2Cc2ccccc2)ccc1O (stereo not given)
23 | -8 | -2 | 7% | -17 | 1 | 0.7% | 31* | -0.6 | 1 | O=S(=O)(c1ccc2ccccc2c1)N1CCCCCC1
24 | -20 | 4 | -7% | 18 | 20 | -0.6% | -8 | 1.0 | -3 | CCn1c(N2CCN(S(=O)(=O)c3ccc(Cl)cc3)CC2)nc2ccccc21
25 | -3 | 5 | -2% | 5 | 20 | 0.0% | 5 | -0.7 | 4 | Cc1nc2ccc(S(=O)(=O)NCC(=O)NC(C)c3ccccc3)cc2s1 (stereo not given)
26 | 26 | 9 | ? | 1 | 1 | 1.1% | 2 | -0.2 | -5 | CC1=NN(C(=O)CSCc2ccccc2)C(O)(c2ccc(F)cc2)C1 (stereo not given)

A portion of the library (hit frequency here may not be typical).
